DUSP3 inh – inhibitors of human VHR1 phosphatase (DUSP3). P51452. hit rate 0.52% among 290,000. recombinant VHR phosphatase, pNPP absorbance. inhibition, % at 13.3 µM; in the data active = inhibition above about 50%; note: some compounds called inactive have numbers as strong as hits
GDH-TPI counter – inhibits GDH-TPI coupling enzymes, artifact for Mtb FBA screen; hit rate 1.2% among 360,000; GDH-TPI coupled enzyme counterscreen, NADH absorbance; inhibition, % at 4.8 µM; in the data active = inhibition above about 30%;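 note: 0% = DMSO wells and 100% = wells lacking the enzyme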
Rv3671c inh – inhibits the M. tuberculosis serine protease Rv3671c; P9WHR9; inhibition, % at 5.96 µM; hit rate 0.048% among 320,000; AID 2606; in the data active = inhibition above about 38%;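 note: extracellular domain of Rv3671c used as enzyme; 0% = enzyme with DMSO and 100% = no enzyme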
Target sequence (P9WHR9 whole entry, looked up, the tested form may be a part): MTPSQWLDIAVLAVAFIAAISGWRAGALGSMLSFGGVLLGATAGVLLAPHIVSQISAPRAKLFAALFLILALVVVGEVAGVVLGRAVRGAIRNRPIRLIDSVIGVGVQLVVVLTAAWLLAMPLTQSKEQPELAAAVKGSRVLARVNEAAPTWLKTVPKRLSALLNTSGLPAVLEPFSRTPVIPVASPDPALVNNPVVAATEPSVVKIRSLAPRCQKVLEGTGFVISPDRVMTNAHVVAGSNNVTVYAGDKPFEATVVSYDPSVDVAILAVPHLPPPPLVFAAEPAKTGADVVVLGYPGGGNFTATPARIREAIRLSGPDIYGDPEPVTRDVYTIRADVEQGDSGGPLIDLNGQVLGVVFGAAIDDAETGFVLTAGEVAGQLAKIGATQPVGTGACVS
PriA SSB inh – blocks PriA binding to SSB C-terminal tail. inhibition, % at 33 µM. hit rate 0.6% among 430,000. AlphaScreen SSBct-PriA binding, biotinylated peptide; in the data active = inhibition mostly above about 37%, no sharp cut-off; inactive = mostly below about 20%;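 note: plate controls were negative control peptide for no effect and reference peptide for full effect; strong numbers were not always called active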
MazEF act – activators of E. coli MazEF toxin-antitoxin RNase | AID 504720 | P0AE70 | FAM/BHQ RNA-DNA oligo cleavage fluorescence, 5 h | hit rate 0.32% among 350,000 | activation, % at 20 µM; in the data active = activation above about 50%
Target sequence (P0AE70 whole entry, looked up): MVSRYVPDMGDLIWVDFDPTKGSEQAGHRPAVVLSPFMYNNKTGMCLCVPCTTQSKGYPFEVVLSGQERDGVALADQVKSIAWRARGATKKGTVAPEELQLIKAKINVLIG
Vc quorum ag – inducers of Vibrio cholerae quorum light production without autoinducers; V. cholerae BH1578 lux reporter, luminescence, 6 h; activation, % at 18.7 µM; hit rate 0.16% among 350,000; AID 588436; in the data active = activation mostly above about 9.7%, no sharp cut-off; note: not every result past the cut was called active; inactives centre near 0; reference of the scale not given here
UGM FP inh – Mtb UDP-galactopyranose mutase inhibition | purified UGM, fluorescence polarization probe displacement | inhibition, % at 10 µM | hit rate 0.06% among 320,000 | AID 504406; in the data active = inhibition above about 10%, passing the limit was not always enough
Target sequence (P9WIQ1 whole entry, looked up): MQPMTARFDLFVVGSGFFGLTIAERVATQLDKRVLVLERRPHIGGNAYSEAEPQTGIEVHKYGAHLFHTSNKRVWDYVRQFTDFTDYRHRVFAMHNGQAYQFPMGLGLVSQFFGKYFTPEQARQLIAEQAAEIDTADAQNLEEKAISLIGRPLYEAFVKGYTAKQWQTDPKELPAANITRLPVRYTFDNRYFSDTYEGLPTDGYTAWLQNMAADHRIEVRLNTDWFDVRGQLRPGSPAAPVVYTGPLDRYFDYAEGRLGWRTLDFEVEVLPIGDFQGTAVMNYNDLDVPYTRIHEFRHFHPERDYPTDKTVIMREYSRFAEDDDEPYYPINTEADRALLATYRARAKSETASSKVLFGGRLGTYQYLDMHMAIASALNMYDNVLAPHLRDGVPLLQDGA
BioA inh – BioA (M. tuberculosis) enzyme inhibition; hit rate 0.096% among 360,000; inhibition, % at 9.99 µM; purified M. tuberculosis BioA enzyme, plate reader; in the data active = inhibition above about 40%
Mtb FBA inh – inhibits M. tuberculosis FBA enzyme; P9WQA3; purified M. tuberculosis FBA, fluorescence read-out; inhibition, % at 1 µM; hit rate 2.3% among 360,000; in the data active = inhibition above about 27%;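 note: 0% = vehicle and 100% = reference inhibitor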
3CLpro inhibitor – SARS-CoV 3CLpro protease inhibition; P0C6X7; hit rate 0.14% among 290,000; recombinant SARS-CoV 3CLpro, quenched FRET peptide cleavage; inhibition, % at 6 µM; in the data active = inhibition above about 12%
* marks the source's active call; other numbers are inactive results; i = inactive; / = no result given.

SMILES	DUSP3 inh	GDH-TPI counter	Rv3671c inh	PriA SSB inh	MazEF act	Vc quorum ag	UGM FP inh	BioA inh	Mtb FBA inh	3CLpro inhibitor
CCCC1NC(=O)c2cc3ccccc3cc2-n2c1nc1ccc(F)cc1c2=O (configuration not stated)	/	4.3	/	/	-9.0	-0.7	/	0.2	-0.6	/
O=C(CS(=O)(=O)c1ccc(F)cc1)Nc1nnc(-c2ccccc2Cl)o1	/	10.2	-8.0	18.6	-3.3	-0.3	5.1	-0.8	-0.6	/
CC1(OC(=O)C2CCCC2)C(=O)C=C2C=C(c3ccsc3)N(C3CC3)C=C2C1=O (configuration not stated)	26.3	22.0	-32.6	4.8	-12.6	-2.1	2.5	1.7	0.0	/
CCCOC(=O)c1cc(-c2ccc(/C=C3/C(=O)N(C)C(=O)C(C#N)=C3C)o2)ccc1Cl	/	0.6	-12.4	23.5	7.8	-5.9	1.9	3.6	-0.7	8.7
CC12CCC(C(=O)n3c1nc1ccccc13)C2(C)C (configuration not stated)	21.4	5.3	-0.4	-5.2	2.8	1.7	0.4	0.5	0.5	-3.4
CC1CC(C)CN(c2cc3c(cc2[N+](=O)[O-])C(=O)N(c2ccccc2)C3=O)C1 (configuration not stated)	4.5	0.4	-7.1	-1.2	19.1	-0.3	1.1	2.5	0.3	7.0
CCOc1ccc(N(CC(=O)NC2CCCCC2)C(=O)Cn2nnc(-c3ccc(C)o3)n2)cc1	29.8	-6.8	/	-0.8	6.3	-0.2	/	-0.2	0.0	1.2
COc1cccc(CC(=O)Nc2sc3c(c2C(N)=O)CCCC3)c1	14.4	-0.7	3.6	-4.7	2.1	-0.3	0.5	/	1.5	2.1
CCOC(=O)C1(Cc2ccccc2)CCN(Cc2cn(CC(=O)OC)c3ccccc23)CC1	17.4	11.6	-0.9	1.0	-2.0	-0.4	-1.9	/	1.5	-0.8
COc1ccccc1C(C)NC(=O)CCC(=O)N1CCN(S(=O)(=O)c2ccc(Cl)cc2)CC1 (configuration not stated)	/	5.3	/	-6.0	2.8	i	/	0.6	0.7	/
Cc1cc(C)nc(N2CCC(C(=O)NNC(=O)c3ccc(Cl)cc3)CC2)n1	7.2	1.4	0.3	-2.8	-8.2	0.6	1.3	-2.1	4.2	4.8
Cc1ccc2nc3cc([N+](=O)[O-])cc([N+](=O)[O-])c3cc2c1	12.0	3.9	/	-6.4	354.2*	-0.3	/	/	-2.3	3.2
CCCNC(=O)Cn1c(=O)n(C)c2ccccc21	12.8	-6.4	-4.6	-3.1	12.4	-0.9	0.2	/	0.8	-0.7
CCOc1ccc(NC(=O)c2nsc(Cl)c2Cl)cc1	10.3	-3.7	4.0	-8.0	3.9	i	-0.3	2.1	-3.7	3.8
COc1ccccc1CNC(=O)COC(=O)c1cc(S(=O)(=O)N2CCOCC2)ccc1Cl	/	3.6	8.6	3.2	-11.4	i	4.0	/	0.3	/
CC(=O)Nc1ccc(S(=O)(=O)N2CCC(NC(=O)C(Cc3cccc(F)c3)NC(C)=O)CC2)cc1 (configuration not stated)	18.5	-8.9	4.2	-11.0	10.7	-0.1	-4.6	-0.5	-0.7	-1.9
O=C(COC(=O)c1ccc(Br)o1)NC1CCCc2ccccc21 (configuration not stated)	/	-2.8	1.4	-13.8	-9.6	2.5	-0.3	-1.2	3.3	/
Cc1cccc(Cn2c(=O)oc3ccc(C)cc32)c1	-5.3	6.9	1.0	1.0	-1.8	i	2.8	1.4	-2.7	-1.5
Cc1nc(SCC(=O)Nc2ccc(S(=O)(=O)N3CCOCC3)cc2)c2c(C)c(C)sc2n1	/	1.8	-35.5	-7.5	-9.3	i	-2.3	-1.7	2.6	/
O=C(Nc1cccc2ccccc12)N1CCCN(c2c(Cl)cncc2Cl)CC1	18.6	-1.5	-11.4	-1.9	6.7	0.5	-2.2	/	-17.8	0.6

Single values from the list.
In Rv3671c inh, CCCNC(=O)Cn1c(=O)n(C)c2ccccc21 reads -4.6
In 3CLpro inhibitor, Cc1cccc(Cn2c(=O)oc3ccc(C)cc32)c1 reads -1.5

(further entries)
SMILES	DUSP3 inh	GDH-TPI counter	Rv3671c inh	PriA SSB inh	MazEF act	Vc quorum ag	UGM FP inh	BioA inh	Mtb FBA inh	3CLpro inhibitor
COc1c(Br)cc([N+](=O)[O-])c(OC)c1C(=O)NC(=O)Nc1cc(Cl)cc(Cl)c1	10.0	-6.1	-7.7	-15.7	9.6	-0.6	-4.3	3.0	1.6	-1.6
COC(=O)c1c(C)noc1-c1snnc1C	13.1	5.9	2.8	-1.9	4.0	i	-1.0	-2.5	4.9	1.5
COc1cc(CN2CCNC(=O)C2CC(=O)N2CCCN(C(C)=O)CC2)cc(OC)c1 (configuration not stated)	9.6	-4.1	1.0	3.4	7.0	-0.2	0.7	-0.5	-1.2	-1.9
Cn1nc(N2CCN(S(=O)(=O)c3ccccc3)CC2)c(=O)n(C)c1=O	/	-6.1	6.0	-5.1	6.2	i	-0.6	-1.7	-0.3	/
COc1ccc(C2NC(=O)c3ccccc3O2)cc1 (configuration not stated)	-5.3	-5.6	-1.3	-3.6	0.0	-0.3	1.5	-1.1	5.2	-2.7
CCc1ccc(C(=O)NNC(=O)c2ccc3c(=O)n4c(nc3c2)CCC4)cc1	6.2	7.9	-6.7	-7.4	9.8	-0.4	1.4	0.1	4.3	-1.6
CC1(C(=O)Nc2ccc3c(c2)OCCO3)CCN1C(=O)c1ccco1 (configuration not stated)	/	9.1	/	/	/	-0.7	/	1.4	-2.2	/
CC(=O)Nc1cc(NC(C)=O)ncn1	17.9	4.6	-0.9	-1.1	-1.5	-0.6	-0.2	-0.7	1.1	1.5
CCCOc1ccc(C2C(C(=O)c3ccc(C)o3)=C(O)C(=O)N2CCN2CCOCC2)cc1OC (configuration not stated)	-4.3	3.4	-0.7	-15.7	6.0	16.7*	0.2	-3.6	-2.8	1.1
COc1ccc(C/C(N)=N/OC(=O)c2ccc(Cl)cc2)cc1	5.5	-0.6	-1.5	/	-9.2	0.5	2.3	/	1.9	-1.5
O=S(=O)(c1cccc(C(F)(F)F)c1)N1CCN(C(=S)NC2CC2)CC1	8.5	6.4	-10.2	-15.0	11.4	-0.3	-0.9	/	0.5	-5.7
O=C(NC(=S)N1CCCC(C(F)(F)F)C1)c1ccc(F)cc1 (configuration not stated)	11.4	2.3	-7.7	-12.8	6.6	-0.2	-1.3	-0.4	1.2	-3.5
CCOC(=O)C1CCN(C(=O)c2cccc(S(=O)(=O)N3CCc4ccccc43)c2)CC1	/	-3.5	-6.5	-1.3	-2.2	2.1	-0.4	0.4	-0.8	/
Cc1c(CNCCc2ccc(Cl)cc2)c(C(=O)O)c(C)n1-c1ccccc1	-28.6	-2.5	/	2.9	-4.8	i	/	1.5	0.9	-0.2
O=C(CCCN1C(=O)NC2(CCCC2)C1=O)Nc1ccc(F)cc1	/	4.6	4.8	-6.1	-0.7	-1.7	-1.2	-0.4	-1.0	/
CCC1CCCCN1C(=S)NC(=O)c1cc(S(=O)(=O)N2CCOCC2)ccc1C (configuration not stated)	-2.5	-5.2	9.5	1.7	1.9	-0.5	-0.7	/	3.6	4.2
O=[N+]([O-])c1ccc(Oc2ccc(/C=N/O)cc2)nc1	0.9	5.8	3.8	/	0.4	-0.2	4.9	/	3.0	0.5
c1ccc2nc(N3CCOCC3)c(N3CCCC3)nc2c1	/	0.0	/	-75.3	1.9	-1.1	/	-0.1	-0.1	/
CN(C(=O)c1ccco1)c1nc(-c2ccc(F)cc2)cs1	12.1	0.4	-3.9	-7.8	-2.0	-0.8	1.0	-1.5	-1.3	5.6
Cc1sc2nc(CN3CCOCC3)nc(Cl)c2c1C	-7.9	5.2	7.7	-13.7	-19.1	-0.3	1.1	/	1.3	0.8
Cc1cccc(CSc2nc3[nH]ncc3c(=O)[nH]2)c1	1.8	9.7	-1.4	7.9	4.0	-0.1	0.1	/	-1.3	-1.2
O=C(N/N=C\c1ccc[nH]1)C1COc2ccccc2O1 (configuration not stated)	-5.1	25.9	5.0	/	12.3	i	-2.5	0.9	-0.4	-2.1
COc1ccc(N(CC(=O)NC2CC3CCC2C3)S(=O)(=O)c2ccc(C)cc2)cc1Cl (configuration not stated)	/	-13.8	/	/	-1.2	-2.9	/	/	-0.9	/
CC1(C)CC(=O)c2cc3c(nc2C1)CC(C)(C)CC3=O	21.9	0.3	-5.3	6.8	-0.2	1.1	0.6	/	0.5	2.1
COc1ccc(CCNC(=O)C2CC3Cn4c(nc5ccccc54)C3N2C)cc1 (configuration not stated)	26.3	1.3	-12.1	1.0	-12.1	i	1.9	-1.1	1.9	/
O=C(OCCN1CCOCC1)C(c1ccccc1)c1ccccc1	1.9	7.5	3.3	-5.7	1.9	i	-2.9	/	4.7	1.8
CN(C)/C=N/c1ncc(C(=O)c2ccc(Cl)cc2)s1	6.2	15.4	-2.8	/	0.9	5.3	1.0	/	-1.1	1.5
CCN(CCCNC(=O)c1ccc(N2CCCC2=O)cc1)c1cccc(C)c1	10.3	0.0	3.3	-21.9	0.1	-0.3	1.5	-1.0	1.9	-10.6
COc1cccc(C2CCCN2Cc2nc(CCC(C)C)no2)c1 (configuration not stated)	9.1	17.7	-8.4	-31.5	-8.5	i	-0.9	2.7	1.2	1.3
Cc1ccc(N(CC(=O)NCCc2ccc(F)cc2)S(=O)(=O)c2ccc(Cl)c([N+](=O)[O-])c2)c(C)c1	37.3	3.9	-23.4	8.9	1.3	i	-5.2	/	-1.8	4.2
CC(=O)C1=C(C)OC(N)=C(C#N)C1c1cccc2ccccc12 (configuration not stated)	31.6	-7.9	5.3	1.8	4.9	i	1.9	/	3.4	3.3
CCCCn1c2c(c(=O)n(C)c1=O)C(c1ccc(OC)cc1)N1CCCCCC1=N2 (configuration not stated)	12.0	24.8	-8.2	-33.7	-5.6	0.3	0.5	0.9	8.8	6.5
CCCNC(=O)C1(C)CCN(C(=O)c2ccc3sccc3c2)C1 (configuration not stated)	/	5.6	/	/	/	i	/	2.7	-1.7	/
N/C(=N\OC(=O)Cc1ccccc1[N+](=O)[O-])c1cccc(Br)c1	3.9	4.0	5.1	/	0.8	i	-0.6	/	0.6	-0.1
CSC1=NC(=O)/C(=C\c2cccc3ccccc23)S1	-19.5	10.2	-8.4	15.1	-40.4	-1.0	-1.2	/	-1.6	4.9
CC(=O)c1ccc(NS(=O)(=O)c2c(C)cc(C)cc2C)cc1	-7.7	11.9	1.1	-3.2	-5.6	1.0	-1.5	/	3.7	4.6
CCOC(=O)C(=O)N1CCN(c2nc(-c3ccc(Cl)cc3)cs2)CC1	17.9	4.5	-5.8	7.8	-0.2	i	-1.7	-0.2	0.6	0.9
O=C(c1ccc2c(c1)OCO2)N1CCN(S(=O)(=O)c2ccc(Br)cc2Cl)CC1	/	1.1	-10.1	4.7	2.3	-5.7	-1.2	5.0	-0.8	/
CC(C)Cc1cc(CNC(=O)C2CCC(=O)N(CCc3cccc(F)c3)C2)on1 (configuration not stated)	-2.2	-4.8	5.6	0.7	14.8	i	1.4	/	-0.4	1.6
COc1ccc(NC(=O)/C(C#N)=C/c2ccc(OCc3ccccc3F)cc2)cc1	1.9	-0.4	-17.5	2.0	11.4	1.7	-0.9	/	6.2	-8.7
O=C(N/N=C/c1coc2ccccc2c1=O)c1cc(Br)c(O)c(Br)c1	1.6	12.7	/	/	14.4	-0.4	4.0	0.0	0.2	0.0
Cc1cc(N2CCOCC2)cc(C)[n+]1[O-]	8.4	11.2	-3.4	-4.4	2.3	i	0.7	-0.2	-2.9	-4.2

Complete entries as entered above:
CC(=O)c1ccc(NS(=O)(=O)c2c(C)cc(C)cc2C)cc1 in the list: DUSP3 inh: -7.7; GDH-TPI counter: 11.9; Rv3671c inh: 1.1; PriA SSB inh: -3.2; MazEF act: -5.6; Vc quorum ag: 1.0; UGM FP inh: -1.5; BioA inh: /; Mtb FBA inh: 3.7; 3CLpro inhibitor: 4.6
CCCNC(=O)C1(C)CCN(C(=O)c2ccc3sccc3c2)C1 (configuration not stated) in the list: DUSP3 inh: /; GDH-TPI counter: 5.6; Rv3671c inh: /; PriA SSB inh: /; MazEF act: /; Vc quorum ag: i; UGM FP inh: /; BioA inh: 2.7; Mtb FBA inh: -1.7; 3CLpro inhibitor: /

Some of the compounds tested; count on the stated rates, not on these rows.
